CCR6 antag: CCR6 (human) receptor antagonism; inhibition, % at 20 µM; AID 493098; CHO-K1 CCR6 PathHunter beta-arrestin, luminescence, CCL20-stimulated; 340,000 compounds, 0.49% hits;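 active means compounds whose inhibition of the agonist-driven luminescence signal at 20 µM reaches about 50%, limit read from the data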;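 further: cells stimulated with CCL20 at 14 nM final; plate controls were DMSO with CCL20 for no effect and DMSO without agonist for full effect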
Target sequence (P51684 whole entry, looked up): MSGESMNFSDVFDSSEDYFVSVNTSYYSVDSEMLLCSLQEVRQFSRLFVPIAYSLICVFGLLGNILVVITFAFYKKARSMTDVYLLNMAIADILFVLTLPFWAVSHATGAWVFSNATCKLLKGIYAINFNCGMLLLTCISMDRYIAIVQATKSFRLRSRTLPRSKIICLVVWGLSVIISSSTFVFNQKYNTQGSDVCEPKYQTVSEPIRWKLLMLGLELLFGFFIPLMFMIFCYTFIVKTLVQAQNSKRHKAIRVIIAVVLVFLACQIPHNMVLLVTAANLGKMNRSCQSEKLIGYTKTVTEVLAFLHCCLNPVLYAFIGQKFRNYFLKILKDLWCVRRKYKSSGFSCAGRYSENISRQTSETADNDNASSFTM
Gli-Sufu antag: Gli-Sufu pathway antagonism; inhibition, % at 5 µM; Sufu-KO-LIGHT fibroblasts, Gli luciferase reporter luminescence; 340,000 compounds, 0.74% hits;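 active means inhibition above about 55%, limit read from the data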;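 further: 0% = DMSO-treated cells and 100% = wells with medium but no cells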
EBI2 block: EBI2 (human) antagonism; P32249; EBI2 beta-arrestin recruitment, luminescence, 7a,25-OHC stimulated; inhibition, % at 5 µM; 360,000 compounds, 0.81% hits; AID 651636; in the data active means inhibition above about 38%;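 further: enzyme fragment complementation signal reports receptor beta-arrestin coupling in cells; 0% = agonist plus DMSO wells and 100% = wells without agonist; some results beyond the cut were filed as inactive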
NR3A LBD binder: NR3A (human) ligand-binding domain modulation; 340,000 compounds, 2.5% hits; Tm shift relative to glycine control, % at 25 µM; NR3A LBD differential scanning fluorimetry, Tm shift; 0% = protein alone, 100% = glycine-bound protein;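 active means melting temperature shift of at least 10% of the positive control shift, at one fixed dose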
A3G deaminase: inhibitors of human APOBEC3G DNA deaminase | Q9HC16 | recombinant A3G, ssDNA deamination FAM/TAMRA fluorescence | inhibition, % at 20 µM | 330,000 compounds, 0.28% hits | AID 493012;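 active means inhibition of at least 40% at 20 µM, with no more than 30% in the related APOBEC3A deaminase screen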;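 further: plate controls were DMSO wells with A3G for no effect and wells lacking A3G enzyme for full effect; some compounds called inactive have numbers as strong as hits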
MPTP inh: blocks calcium-induced mitochondrial swelling; AID 602449; inhibition, % at 10 µM; 360,000 compounds, 1.4% hits; isolated mouse mitochondria, Ca2+ swelling absorbance, 30 min;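 active means inhibition of 50% or more, scaled per plate between neutral and stimulator controls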;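 further: 0% = DMSO wells given calcium and 100% = 1 mM EGTA wells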
A3A deaminase: blocks human APOBEC3A ssDNA deamination; 330,000 compounds, 0.41% hits; recombinant A3A, FAM/TAMRA ssDNA deamination fluorescence; inhibition, % at 20 µM; P31941; AID 493011;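 active means at least 40% inhibition at 20 µM here, with at most 30% in a related deaminase screen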;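 further: plate controls were A3A with DMSO for no effect and wells lacking A3A enzyme for full effect; some results filed as inactive read as strong as hits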
Target sequence (P31941 whole entry, looked up): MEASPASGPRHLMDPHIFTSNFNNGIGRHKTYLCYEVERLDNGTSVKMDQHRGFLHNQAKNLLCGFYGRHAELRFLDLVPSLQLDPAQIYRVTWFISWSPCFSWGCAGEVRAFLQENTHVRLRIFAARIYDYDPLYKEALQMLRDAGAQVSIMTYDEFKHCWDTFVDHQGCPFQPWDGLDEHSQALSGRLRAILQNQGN
CXCR6 block: blocks human CXCR6 beta-arrestin recruitment | O00574 | CHO-K1 PathHunter CXCR6 beta-arrestin, luminescence | inhibition, % at 20 µM | 360,000 compounds, 0.36% hits; in the data active means inhibition above about 34%, passing the limit was not always enough;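 further: antagonist mode with CXCL16 agonist at 10 nM final; 0% = 10 nM CXCL16 with DMSO and 100% = unstimulated wells without agonist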
Target sequence (O00574 whole entry, looked up): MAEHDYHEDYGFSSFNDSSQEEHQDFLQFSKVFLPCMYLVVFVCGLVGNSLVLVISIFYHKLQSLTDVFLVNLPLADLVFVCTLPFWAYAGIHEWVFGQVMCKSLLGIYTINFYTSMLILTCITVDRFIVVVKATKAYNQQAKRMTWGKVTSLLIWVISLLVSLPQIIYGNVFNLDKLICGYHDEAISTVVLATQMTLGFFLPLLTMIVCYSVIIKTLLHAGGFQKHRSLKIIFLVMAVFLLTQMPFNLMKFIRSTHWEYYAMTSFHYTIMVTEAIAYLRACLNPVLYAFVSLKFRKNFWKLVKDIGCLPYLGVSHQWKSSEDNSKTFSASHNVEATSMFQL
Numbers without * were called inactive; nt = not tested or not shown. Random draw from the library; any-hit rate near 5.8%.

SMILES | CCR6 antag | Gli-Sufu antag | EBI2 block | NR3A LBD binder | A3G deaminase | MPTP inh | A3A deaminase | CXCR6 block
Cc1cc(OC(=O)c2ccccc2)c([N+](=O)[O-])c(=O)[nH]1 | 2 | -4 | 4 | -1 | nt | -0.9 | nt | -5
Cc1ccc(CN2CCN(Cc3c(C)nn(C(C)C)c3C)CC2CCO)o1 (stereo not given) | 6 | 17 | 5 | 0 | -8 | 0.4 | -6 | -16
CCOc1ccc2c(c1)nc(NCCCO)n2Cc1ccccc1 | -7 | 4 | -5 | -3 | -2 | -0.2 | -16 | 2
CCc1cccc(C)c1NC(=S)N(Cc1cccnc1)Cc1ccco1 | 9 | 5 | 1 | -8 | -3 | 0.7 | 0 | -5
Cc1ccc(C)c(C(=O)COC(=O)CCCC(=O)Nc2cc(C(F)(F)F)ccc2Cl)c1 | 3 | -12 | 1 | -12 | 0 | -0.2 | 0 | -8
OCCc1c[nH]c2ccc(OCc3ccccc3)cc12 | -19 | -3 | -13 | 0 | -8 | 0.8 | -9 | -14
CC(C)C(=O)Nc1nc2c(ncn2C2CC(O)C(CO)O2)c(=O)[nH]1 (stereo not given) | 1 | 11 | -1 | 0 | -1 | -2.4 | 4 | -1
O=C1CN(C(=O)COC(=O)Cc2ccsc2)c2ccccc2N1 | -11 | -7 | -15 | 0 | -8 | -1.2 | 0 | -2
Cn1c(CN2CCN(S(C)(=O)=O)CC2)nc2cc([N+](=O)[O-])ccc21 | -9 | -2 | -5 | -2 | -7 | 0.0 | -1 | 5
COC(=O)CSc1nnc(CNS(=O)(=O)c2ccc(Br)cc2)n1C | 12 | -12 | 0 | -1 | -8 | 1.7 | -4 | -11
N#C/C(=C1\CCCN1)c1nc(-c2ccccc2)cs1 | -23 | -7 | -13 | -2 | 1 | 0.4 | 0 | 10
CN(C)S(=O)(=O)c1ccc(C(=O)NN2C(=O)NC3(CCCCC3)C2=O)cc1 | 2 | -13 | -6 | 2 | -9 | -0.8 | -5 | -6
Cc1ccc(S(=O)(=O)N(CCC#N)CCN2CCCC2)cc1 | -6 | -3 | -26 | 4 | -7 | 1.1 | -5 | -16
O=C(NC1CCN(C(=O)NC2CCCCC2)CC1)c1cccc(F)c1 | -7 | 27 | -7 | -3 | -11 | -2.9 | -5 | 8
Cc1ccc(C)c(NC(=O)COC(=O)CSc2ccccc2)c1 | 2 | -5 | -15 | 3 | -3 | -0.3 | -1 | 4
COc1cc(/C=C2\SC(=S)N(CCC(=O)NC3CCCC3)C2=O)cc(OC)c1OC | -1 | -13 | 0 | 3 | -8 | -2.0 | -5 | -2
CN(C)/C=C/C(=O)c1ccc(F)cc1F | -6 | -18 | 4 | 0 | -8 | 0.0 | -3 | 5
CC(=O)c1ccc(NC(=O)c2ccn[nH]2)cc1 | 15 | -50 | 17 | -1 | -3 | 4.6 | -3 | -8
COc1ccc2c(c1OC)C(=O)N1C2SC(C)(C)[C@H]1C(=O)NCCCOC(C)C (stereo not given in full) | 7 | 13 | -3 | 1 | -6 | 0.2 | 0 | -4
CCN1CCN(C(=O)C(=O)c2cn(CC(=O)N3CCCC3)c3ccccc23)CC1 | 12 | 8 | -1 | 0 | -4 | 0.0 | 0 | 6

Arranged by SMILES length (ascending): part of the list above.
SMILES | CCR6 antag | Gli-Sufu antag | EBI2 block | NR3A LBD binder | A3G deaminase | MPTP inh | A3A deaminase | CXCR6 block
OCCc1c[nH]c2ccc(OCc3ccccc3)cc12 | -19 | -3 | -13 | 0 | -8 | 0.8 | -9 | -14
CC(=O)c1ccc(NC(=O)c2ccn[nH]2)cc1 | 15 | -50 | 17 | -1 | -3 | 4.6 | -3 | -8
CCOc1ccc2c(c1)nc(NCCCO)n2Cc1ccccc1 | -7 | 4 | -5 | -3 | -2 | -0.2 | -16 | 2
COc1ccc2c(c1OC)C(=O)N1C2SC(C)(C)[C@H]1C(=O)NCCCOC(C)C (stereo not given in full) | 7 | 13 | -3 | 1 | -6 | 0.2 | 0 | -4

(next part)
SMILES | CCR6 antag | Gli-Sufu antag | EBI2 block | NR3A LBD binder | A3G deaminase | MPTP inh | A3A deaminase | CXCR6 block
O=C(c1ccccc1)c1c2c(cc3sc4ccccc4[n+]13)-c1cccc3cccc-2c13 | -41 | 76* | -1 | -8 | nt | 45 | nt | -1
Cc1nn(Cc2ccccc2)c(Cl)c1/C=C/C(=O)OCC(=O)NC(C)C(C)C (stereo not given) | 12 | 2 | 4 | -3 | 5 | -4.4 | 7 | 6
CCN1CCN(CC(=O)N2N=C(c3cccs3)CC2c2ccc(F)cc2)C(=O)C1=O (stereo not given) | -2 | 7 | -1 | -1 | -7 | 0.8 | 1 | 6
COC(=O)c1ccc(N=NNc2ccccc2)cc1 | 5 | -56 | -4 | -22 | -7 | 1.2 | -4 | 8
O=c1cc(-c2ccc(O)cc2)oc2ccc3ccccc3c12 | 4 | 4 | 24 | 24* | -8 | 7.5 | -6 | -4
COc1ccc2sc(NC(C)=O)nc2c1 | 12 | -89 | -10 | -1 | -5 | 2.3 | 16 | 2
Cc1ccc(NC(=S)NC2CCCC2)c(C)c1 | 18 | 1 | 4 | -1 | -5 | -0.2 | -7 | 8
COc1cc(C(=O)Oc2cccc(C=O)c2)cc(OC)c1OC | 6 | 5 | -6 | -2 | 2 | 0.3 | 1 | -8
CN(C)C(CNC(=O)c1ccc(S(=O)(=O)Nc2ccccc2F)cc1)c1ccco1 (stereo not given) | 1 | -6 | -1 | 3 | -6 | 0.2 | -4 | 6
O=C(O)c1ccc(NCc2cccnc2)c([N+](=O)[O-])c1 | 19 | -14 | -5 | -1 | 7 | 0.1 | -2 | 7
Cc1ccc(C(=O)NC(=S)NCc2cccnc2)c(C)c1 | -2 | 16 | 13 | -3 | 4 | 0.4 | 1 | 2
COc1cc2c(cc1OC)CN(C1CCC(C)CC1)CC2 (stereo not given) | 35 | 4 | -8 | -1 | 0 | 2.6 | -1 | 3
COc1ccc(N2CCN(Cc3csc(C)c3-c3ccc(C)cc3)CC2)cc1 | 21 | 4 | -1 | 0 | -12 | -0.5 | -5 | 8
O=C(CN1CCN(Cc2ccccc2F)CC1)Nc1ccccc1Cl | 11 | 11 | -6 | 1 | -4 | 0.9 | 3 | 8
COc1ccc(NC(=O)c2cc(F)c(F)cc2Cl)cc1Cl | 4 | -11 | 5 | 0 | -3 | 0.7 | 5 | -7
COC(C[C@H]1O[C@H]1[C@H](O)[C@H](C)OCc1ccccc1)OC | -1 | -9 | -6 | 0 | -9 | 1.7 | -1 | -16
Cc1ccc(CN(CC(=O)NC2CCCC2)C(=O)c2csnn2)cc1 | 1 | -17 | -9 | 1 | -1 | 0.4 | -5 | -2
O=C(Cc1cccc(C(F)(F)F)c1)N1CCCC1 | 2 | -20 | -10 | -2 | -5 | -0.9 | 2 | 5
Cc1cc(Cl)ccc1OCC(=O)N/N=C/c1ccc(OC2OC(CO)C(O)C(O)C2O)cc1 (stereo not given) | 0 | 5 | -5 | -3 | -2 | 1.5 | 2 | -1
CSc1nc(N)c(C(=O)NC2CCCCC2)s1 | -1 | -32 | 11 | 5 | 1 | -0.1 | -1 | 2

Among those listed so far, 3 contain a furan ring, fused or not.
SMILES | CCR6 antag | Gli-Sufu antag | EBI2 block | NR3A LBD binder | A3G deaminase | MPTP inh | A3A deaminase | CXCR6 block
Cc1ccc(CN2CCN(Cc3c(C)nn(C(C)C)c3C)CC2CCO)o1 (stereo not given) | 6 | 17 | 5 | 0 | -8 | 0.4 | -6 | -16
CCc1cccc(C)c1NC(=S)N(Cc1cccnc1)Cc1ccco1 | 9 | 5 | 1 | -8 | -3 | 0.7 | 0 | -5
CN(C)C(CNC(=O)c1ccc(S(=O)(=O)Nc2ccccc2F)cc1)c1ccco1 (stereo not given) | 1 | -6 | -1 | 3 | -6 | 0.2 | -4 | 6

Other entries:
SMILES | CCR6 antag | Gli-Sufu antag | EBI2 block | NR3A LBD binder | A3G deaminase | MPTP inh | A3A deaminase | CXCR6 block
COc1cc(-c2nnc(SC/C=C/c3ccccc3)n2N)cc(OC)c1OC | 4 | -8 | 2 | -1 | -2 | 0.8 | 0 | -4
COc1ccc(Br)cc1/C=C(\C(=O)O)c1ccc(S(=O)(=O)N2CCCC2)s1 | 8 | 7 | 7 | -1 | 9 | -0.3 | 30 | -2
C/C(=N\NC(=O)c1cc(-c2ccc(C)s2)nc2ccccc12)c1cccnc1 | -2 | -28 | -3 | -3 | 0 | -0.5 | -1 | 6
Cc1c(C(=O)NC(=S)Nc2ccc(NC(=O)c3cccs3)cc2)oc2ccccc12 | 25 | -3 | -8 | 1 | 1 | 3.3 | 3 | 18
Cc1cccc(OCC(=O)N(Cc2nnc(-c3ccccc3Cl)o2)C2CC2)c1 | 15 | 0 | -5 | 0 | -6 | -0.5 | -2 | 2
Cc1ccc(-n2c(SCC(=O)Nc3cc(C)on3)nc3ccccc3c2=O)cc1 | 0 | 5 | 15 | 1 | -6 | -0.6 | -1 | 11
CCC(=O)N1CCCn2c1nc1ccccc12 | -16 | -6 | -3 | -2 | -8 | 1.0 | -1 | -2
CCC(=O)c1ccc(OCC(=O)OCC(=O)N2c3ccccc3NC(=O)C2(C)C)cc1 | -2 | -3 | -27 | 1 | 2 | -0.2 | 7 | -5
CCC1Oc2ccccc2N(CC(=O)N2CCOCC2)C1=O (stereo not given) | 8 | 15 | 9 | 1 | -11 | -1.0 | 1 | -2
S=c1[nH]nc(COc2ccccc2)n1-c1ccc(Cl)cc1 | 14 | -3 | -8 | 0 | nt | -0.7 | nt | 0
Cc1ccc(S(=O)(=O)Nc2nc3ccccc3nc2NCc2ccco2)cc1 | 7 | -2 | 2 | -12 | 1 | 0.2 | -1 | -4
CCc1nc(C)cn1S(=O)(=O)c1ccc(Br)cc1 | 16 | -11 | 1 | -1 | -7 | 1.3 | 0 | -7
CN(C)c1ccc(-c2nc3ccccc3c(=O)[nH]2)cc1 | 11 | -76 | -6 | -1 | 1 | 0.5 | 13 | -15
CC(=O)c1cc2c(cc1NC(=O)CN1CCN(c3cccc(C(F)(F)F)c3)CC1)OCO2 | 21 | 8 | 4 | -2 | -9 | 2.2 | -6 | 6
Cc1ccc(SCC(=O)OCc2csc(CC(=O)Nc3ccccc3C)n2)cc1C | 13 | -1 | -8 | 0 | 1 | 1.0 | 5 | 5
N#CCCN(C(=O)COC(=O)CCc1nc2ccccc2c(=O)[nH]1)c1ccccc1F | 1 | -18 | 0 | 13* | -6 | -0.4 | -2 | -7
CC(C)(C)C(=O)Nc1nnc(-c2ccccc2)c(-c2ccccc2)n1 | 1 | 6 | -7 | 4 | -8 | -0.2 | -3 | 6
Nc1c(C(=O)CSc2nnnn2-c2ccccc2)c(=O)[nH]c(=O)n1C1CC1 | 4 | -1 | 2 | 1 | -3 | -0.8 | -2 | 3
O=S(=O)(Nc1cccc(-n2cnnn2)c1)c1ccccc1C(F)(F)F | -3 | 4 | 2 | -1 | -8 | -0.4 | -4 | -4
CCCN1C(=O)c2ccccc2NC1c1cc(OC)c(OC)c(OC)c1 (stereo not given) | 9 | 11 | -2 | 2 | -6 | -1.5 | -6 | -2
O=C(NCCSCc1ccccc1)c1ccc(F)cc1 | -3 | 1 | -9 | 0 | -6 | 1.3 | -2 | 2
CCc1cccc2c(C(=O)COC(=O)/C=C/c3ccccc3OC)c[nH]c12 | -5 | 1 | -1 | 0 | -2 | -15 | 0 | 9
CCC1CCCCN1C(=O)COC(=O)c1cc(C)nc2ccccc12 (stereo not given) | 6 | -1 | 4 | -1 | -9 | -0.8 | -7 | -2

Taken from above.
CCC(=O)N1CCCn2c1nc1ccccc12 in NR3A LBD binder → -2
CC(C)(C)C(=O)Nc1nnc(-c2ccccc2)c(-c2ccccc2)n1 in EBI2 block → -7
